BL2 CD40 inh: CD40 pathway inhibition in BL2 cells; BL2 NF-kB luciferase reporter, CD40L-induced, 4 h; inhibition, % at 10 µM; hit rate 0.94% among 83,000;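 active = mean inhibition of at least 50% with a set share of replicates also reaching that level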;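 note: 0% = neutral control wells and 100% = IKK inhibitor VII at 50 µM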
The depositor's hits bear a star; [ ] = remark or other dose.

Results for C[C@H]1CN([C@@H](C)CO)C(=O)c2cc(NS(=O)(=O)c3cccs3)ccc2O[C@H]1CN(C)Cc1ccc(C(=O)O)cc1 ?
BL2 CD40 inh: 2[25 µM]

How did CCCCCn1c(CNC(=O)COC)nc2ccccc21 do in these assays?
BL2 CD40 inh: 6

How did O=C(COc1ccc(Br)cc1CO)Nc1ccc(S(=O)(=O)N2CCCC2)cc1 do in these assays?
BL2 CD40 inh: -3

What do the screens show for `C[C@@H]1CCCCO[C@@H](CN(C)C(=O)c2ccncc2)[C@@H](C)CN([C@@H](C)CO)C(=O)c2cc(NC(=O)CCC(F)(F)F)ccc2O1`?
BL2 CD40 inh: -6[25 µM]

How did CCOc1ccc(Br)cc1S(=O)(=O)NCCN(C)C do in these assays?
BL2 CD40 inh: 8

Results for CN1CC(C(=O)NC2(C)OC3(O)C4CCCN4C(=O)C(Cc4ccccc4)N3C2=O)CC2c3cccc4[nH]cc(c34)CC21 (stereo not given) ?
BL2 CD40 inh: 1[25 µM]

What do the screens show for `O=C(OCC(=O)N1N=C(c2ccc(Cl)cc2)CC1c1ccco1)c1cncc(Br)c1` (stereo not given)?
BL2 CD40 inh: -1

How did Cc1sc(NC(=O)C2=COCCO2)c(C#N)c1C do in these assays?
BL2 CD40 inh: -77

What do the screens show for `Cc1cc(NC(=O)CCCn2cnc([N+](=O)[O-])n2)no1`?
BL2 CD40 inh: 0

What do the screens show for `Cc1cc(C)c(-c2nc3ccccc3s2)[nH]1`?
BL2 CD40 inh: -89

Results for O=c1c2cccnc2n(-c2ccccc2)n1Cc1ccc(Cl)cc1 ?
BL2 CD40 inh: 1

Results for O=C(NCCS(=O)(=O)N1CCC2(CC1)OCCO2)c1ccccc1 ?
BL2 CD40 inh: 4

How did COC(=O)[C@H]1[C@H](CO)[C@H]2Cn3c(ccc(C4=CCCCC4)c3=O)[C@H]2N1Cc1ccc2c(c1)OCO2 do in these assays?
BL2 CD40 inh: 8

What do the screens show for `COCC(=O)N1C[C@H]2[C@@H](c3ccccc31)[C@@H](CO)N2Cc1cc(F)ccc1F`?
BL2 CD40 inh: 1[25 µM]

What do the screens show for `CN1CCN(C=Nc2nc3ccccc3nc2N2CCCC2)CC1`?
BL2 CD40 inh: -2

Results for Cc1cc([N+](=O)[O-])cc2ncccc12 ?
BL2 CD40 inh: 2

How did CC(C)c1nc(C#N)c(NCCCn2ccnc2)o1 do in these assays?
BL2 CD40 inh: 24

What do the screens show for `CCSc1nc2cc(C(=O)OC)ccc2c(=O)n1CC`?
BL2 CD40 inh: 18

What do the screens show for `CCOc1ccc2nc(NC(=O)Cn3cnc4c3c(=O)n(C)c(=O)n4C)sc2c1`?
BL2 CD40 inh: -22

How did CC1CCCC(NC(=O)COC(=O)c2cccnc2Cl)C1C (stereo not given) do in these assays?
BL2 CD40 inh: 5

How did COc1cccc(-c2ccc3c(c2)[C@H]2[C@H](CCN2S(=O)(=O)c2cn(C)cn2)[C@H](CO)N3)c1 do in these assays?
BL2 CD40 inh: -17[25 µM]

Results for Cc1cccc(N(CC(=O)N2CCCC2)S(=O)(=O)c2ccccc2)c1C ?
BL2 CD40 inh: -6

Results for COCCNC(=O)Cn1nc(C(F)(F)F)cc1C ?
BL2 CD40 inh: 7

What do the screens show for `O=C(CNS(=O)(=O)c1ccc(Br)cc1Cl)OCC(=O)c1ccc[nH]1`?
BL2 CD40 inh: -7

What do the screens show for `CCOc1cc(S(=O)(=O)N(CC)CC)ccc1Cl`?
BL2 CD40 inh: -38

How did CC(=O)Nc1c(C#N)c(C(C)(C)C)cn1C do in these assays?
BL2 CD40 inh: 4

How did Cc1cccc(S(=O)(=O)N2C[C@@H](O)COC[C@@H]3O[C@H](CC(=O)Nc4ccccc4)CC[C@H]32)c1 do in these assays?
BL2 CD40 inh: 9[25 µM]

What do the screens show for `CC(NC(=O)c1ccccc1)c1nc2ccccc2n1Cc1ccc(C#N)cc1` (stereo not given)?
BL2 CD40 inh: 8

How did Cc1ccc(C(O)c2ccncc2)cc1 (stereo not given) do in these assays?
BL2 CD40 inh: 13

What do the screens show for `O=c1[nH]c(/C=C/c2cccc3ccccc23)nc2ccccc12`?
BL2 CD40 inh: -37

What do the screens show for `CN1CCN(C(=O)C[C@H]2CC[C@H]3[C@@H](COC[C@H](O)CN3C(=O)c3ccccc3F)O2)CC1`?
BL2 CD40 inh: -2[25 µM]

What do the screens show for `O=C(C[C@@H]1C=C[C@@H](NC(=O)Nc2ccc3c(c2)OCO3)[C@@H](CO)O1)NCCCN1CCOCC1`?
BL2 CD40 inh: 12[25 µM]

What do the screens show for `COCC(=O)N1[C@H](C#N)[C@@H](c2ccc(-c3cccc(F)c3)cc2)[C@@H]1CO`?
BL2 CD40 inh: -23[25 µM]

What do the screens show for `Cc1ccc(C(=O)Cc2ccccc2)c(O)c1`?
BL2 CD40 inh: -20

What do the screens show for `O=C(c1ccc(F)cc1)N1CC(=O)N2[C@H](CO)[C@@H](c3ccc(C#CC4CCCC4)cc3)[C@@H]2C1`?
BL2 CD40 inh: -6

Results for CNC(=O)OCN1C(=O)C2CC=CCC2C1=O (stereo not given) ?
BL2 CD40 inh: 2

How did c1coc(-c2nn3c(-c4ccco4)nnc3s2)c1 do in these assays?
BL2 CD40 inh: -4

How did COc1ccccc1-c1ccc([C@H]2[C@@H](C#N)N(C(=O)CN(C)C)[C@H]2CO)cc1 do in these assays?
BL2 CD40 inh: -25[25 µM]

What do the screens show for `COc1ccc(Nc2ncnc3ccc(OC)cc23)cc1`?
BL2 CD40 inh: -1[25 µM]

How did O=C(NCCC(=O)N1CCN(c2ncccn2)CC1)c1ccccc1 do in these assays?
BL2 CD40 inh: 6

What do the screens show for `CCCn1c(SCC(=O)c2c(N)n(C3CC3)c(=O)[nH]c2=O)nc2cc(S(N)(=O)=O)ccc21`?
BL2 CD40 inh: -2

Results for CC/C(=N\NC(=O)c1cc(C2CC2)[nH]n1)c1ccccc1 ?
BL2 CD40 inh: -89

Results for O=C(COc1coc(CN2CCN(c3ccccc3)CC2)cc1=O)Nc1ccccc1F ?
BL2 CD40 inh: 9

What do the screens show for `COC(=O)c1cc2sccc2n1CC(=O)Nc1cc(OC)cc(OC)c1`?
BL2 CD40 inh: -1

How did Cc1ccc(C)n1CCN1CCN(C(=O)c2ccc(Cl)cc2)CC1 do in these assays?
BL2 CD40 inh: 8

What do the screens show for `CC(C)(C)[S@@](=O)N1Cc2cc(C(=O)O)nc(-c3cccc(-c4cccc(F)c4)c3)c2[C@H]1CCO`?
BL2 CD40 inh: 1

Results for Cc1ccc(-n2c(-c3ccncc3)n[nH]c2=S)cc1C ?
BL2 CD40 inh: 7

What do the screens show for `Cc1ccc2ncccc2c1N`?
BL2 CD40 inh: -13

What do the screens show for `Cc1ccc(C)n1-c1ccc(C(=O)NCc2ccncc2)cc1`?
BL2 CD40 inh: -4

How did Cc1cccc(NC(=O)Cn2ccn(-c3ccc4c(c3)OCCO4)c(=O)c2=O)c1 do in these assays?
BL2 CD40 inh: -2

How did Cc1ccnc2nc(C(=O)OCC(=O)N(C)C3CCCCC3)nn12 do in these assays?
BL2 CD40 inh: 7

Results for Cc1ccc(C(=O)Nc2nc3n(n2)C(c2ccccc2)CC(=O)N3)cc1 (stereo not given) ?
BL2 CD40 inh: 5

What do the screens show for `COc1ccccc1S(=O)(=O)N[C@H]1CC[C@H](CCn2cc(C3CCCC3)nn2)O[C@@H]1CO`?
BL2 CD40 inh: -2

What do the screens show for `O=C(COC(=O)c1ccccc1NC(=O)c1ccco1)NCC1CCCCC1`?
BL2 CD40 inh: 12

How did FC(F)(F)c1cc(Cl)c2nnc(C(F)(F)Cl)n2c1 do in these assays?
BL2 CD40 inh: 8

What do the screens show for `O=C(COC(=O)c1ccccn1)NC(=O)c1ccccc1`?
BL2 CD40 inh: 4

How did O=C(Nc1nnc(-c2ccncc2)o1)c1ccc(Br)s1 do in these assays?
BL2 CD40 inh: 1

What do the screens show for `COc1ccc2c3c(n(C)c2c1)[C@@H](CO)N(C(=O)Nc1ccc(F)cc1)CC31CN(C(=O)Cc2ccncc2)C1`?
BL2 CD40 inh: -16[25 µM]

What do the screens show for `Cc1cc2[nH]cnc2c([N+](=O)[O-])c1C`?
BL2 CD40 inh: 9

How did Cc1cc2occ(CC(=O)N(C)CC(=O)Nc3c(C)cccc3C)c2cc1C do in these assays?
BL2 CD40 inh: 4

Next section, starting with the last 4 of the part before.
How did O=C(Nc1nnc(-c2ccncc2)o1)c1ccc(Br)s1 do in these assays?
BL2 CD40 inh: 1

What do the screens show for `COc1ccc2c3c(n(C)c2c1)[C@@H](CO)N(C(=O)Nc1ccc(F)cc1)CC31CN(C(=O)Cc2ccncc2)C1`?
BL2 CD40 inh: -16[25 µM]

What do the screens show for `Cc1cc2[nH]cnc2c([N+](=O)[O-])c1C`?
BL2 CD40 inh: 9

How did Cc1cc2occ(CC(=O)N(C)CC(=O)Nc3c(C)cccc3C)c2cc1C do in these assays?
BL2 CD40 inh: 4

How did Cc1cc(NC(=O)Cn2cnc3c2c(=O)n(C)c(=O)n3C)n(-c2ccccc2)n1 do in these assays?
BL2 CD40 inh: 1

Results for N#C[C@H]1[C@@H](c2ccc(-c3cccnc3)cc2)[C@H](CO)N1C(=O)C1CC1 ?
BL2 CD40 inh: 6

How did COCCc1ccc(OC2(C)CCN(Cc3cccc(OC)c3OC)C2)cc1 (stereo not given) do in these assays?
BL2 CD40 inh: 12

What do the screens show for `COC(=O)c1sc(-c2cccs2)cc1N`?
BL2 CD40 inh: -7

Results for CCC(C)C(=O)Nc1ccc([N+](=O)[O-])cc1OC (stereo not given) ?
BL2 CD40 inh: 12

How did Cn1c(SCc2ccccc2)nc(C(F)(F)F)cc1=O do in these assays?
BL2 CD40 inh: 8

What do the screens show for `Cc1cc(NC(=O)CON=C(N)CC(=O)Nc2ccccc2Cl)ccc1Br`?
BL2 CD40 inh: 6

How did COc1ccc(-c2c(NC(=O)c3ccco3)n(C)c3ccccc3c2=O)cc1 do in these assays?
BL2 CD40 inh: -13

Results for CCNC(=O)C(=O)NCCC1CCCCN1S(=O)(=O)c1cccs1 (stereo not given) ?
BL2 CD40 inh: 18

What do the screens show for `COc1ccccc1-c1ccc([C@H]2[C@@H](CO)N(C(=O)NC3CCCC3)[C@H]2C#N)cc1`?
BL2 CD40 inh: -23

Results for CC(C)(C)NS(=O)(=O)CC12CCC(CC1=O)C2(C)C (stereo not given) ?
BL2 CD40 inh: 1

Results for CC/C(=N\NC(=O)C1CC1)c1cccc(Cl)c1 ?
BL2 CD40 inh: -9

Results for Cc1ccc(CN(C)C[C@@H]2OCc3cn(nn3)CCCC(=O)N([C@@H](C)CO)C[C@@H]2C)cc1 ?
BL2 CD40 inh: -2

What do the screens show for `O=S(=O)(NCCSc1nc2ccccc2o1)c1ccccc1`?
BL2 CD40 inh: 8

Results for Cc1cccc(C)c1OCC(=O)NNC(=O)CCNC(=O)c1ccco1 ?
BL2 CD40 inh: 4

Results for O=C(C[C@@H]1CC[C@H]2[C@@H](COC[C@H](O)CN2CCC(F)(F)F)O1)NCC1CC1 ?
BL2 CD40 inh: -5[25 µM]

Results for Cc1ccc(CN(C)C(=O)c2cccc(S(=O)(=O)N3CCc4ccccc43)c2)cc1 ?
BL2 CD40 inh: 10

Results for Cc1cc(C)n(CC(C)NCc2c(C(=O)N3CCOCC3)nc3c(C)cccn23)n1 (stereo not given) ?
BL2 CD40 inh: 4

Results for CCn1c(NC(=O)c2ccccc2)c(-c2cccs2)c(=O)c2ccccc21 ?
BL2 CD40 inh: 11

What do the screens show for `O=S(=O)(c1ccc(F)cc1)N1CCCCN2[C@H](C1)[C@H](c1ccc(-c3cncnc3)cc1)[C@@H]2CO`?
BL2 CD40 inh: 10[25 µM]

2 compounds picked at random from those above:
What do the screens show for `O=S(=O)(NCCSc1nc2ccccc2o1)c1ccccc1`?
BL2 CD40 inh: 8

Results for Cc1ccc(CN(C)C[C@@H]2OCc3cn(nn3)CCCC(=O)N([C@@H](C)CO)C[C@@H]2C)cc1 ?
BL2 CD40 inh: -2

The list goes on.
What do the screens show for `CCCc1ccc(C(=O)Cn2nc(C(=O)O)c3ccccc3c2=O)cc1`?
BL2 CD40 inh: -38

What do the screens show for `CC(C)Oc1ccc(C(CC(=O)O)c2ccc(F)cc2)cc1` (stereo not given)?
BL2 CD40 inh: -2

Results for C[C@H](CO)N1C[C@H](C)[C@@H](CN(C)CC2CCCC2)OCc2cnnn2CCCC1=O ?
BL2 CD40 inh: -4

Results for CCCC#Cc1ccc([C@@H]2[C@H]3CN(S(C)(=O)=O)CCCCN3[C@H]2CO)cc1 ?
BL2 CD40 inh: -1[25 µM]

What do the screens show for `CCCC(C)NC(=O)c1ccccc1SC` (stereo not given)?
BL2 CD40 inh: 6

How did COCC(=O)Nc1ccc2c(c1)C(=O)N(C)[C@@H]1CC[C@@H](CC(=O)N3CCc4ccccc4C3)O[C@H]1CO2 do in these assays?
BL2 CD40 inh: -4[25 µM]

How did CCOC(=O)c1cc(-c2cc(OC)c(OC)c(OC)c2)nc2c1c(=O)[nH]c(=O)n2Cc1ccccc1 do in these assays?
BL2 CD40 inh: 12

What do the screens show for `O=C(Cc1cccs1)NCc1cccnc1`?
BL2 CD40 inh: 22

What do the screens show for `Cn1c(=O)c2c(ncn2CC(COCc2ccccc2)OCc2ccccc2)n(C)c1=O` (stereo not given)?
BL2 CD40 inh: 13

What do the screens show for `CCS(=O)(=O)NC[C@H]1[C@@H](c2ccccc2)[C@@H](CO)N1CC1CCCCC1`?
BL2 CD40 inh: -6[25 µM]

What do the screens show for `CS(=O)(=O)N1[C@@H](C#N)[C@@H](c2ccccc2-c2ccc(F)cc2)[C@@H]1CO`?
BL2 CD40 inh: -5[25 µM]

3 entries already listed, arranged by number of heavy atoms, lowest first:
What do the screens show for `CC(C)Oc1ccc(C(CC(=O)O)c2ccc(F)cc2)cc1` (stereo not given)?
BL2 CD40 inh: -2

Results for CCCC#Cc1ccc([C@@H]2[C@H]3CN(S(C)(=O)=O)CCCCN3[C@H]2CO)cc1 ?
BL2 CD40 inh: -1[25 µM]

Results for C[C@H](CO)N1C[C@H](C)[C@@H](CN(C)CC2CCCC2)OCc2cnnn2CCCC1=O ?
BL2 CD40 inh: -4

Bioassay records as filed in PubChem BioAssay.

Not all compounds are listed; the hit share may differ from the screen's.
